NPC1 prom act: activates the NPC1 promoter; Huh7 NPC1 promoter luciferase reporter, 24 h; Potency, µM (series often up to 9.22 µM), without a hit: at the top dose activation, hits mostly activators; hit rate 2.4% among 320,000;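 note: % of control where 0% means no effect; nearly all actives have a fitted effect of over 60% in size; reporter is driven by a mutant NPC1 promoter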
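Huh7 cells stably carrying NPC1 promoter–luciferase, plated in Opti-MEM with 10% FBS for 2 h, were exposed to compound in DMSO for 24 h at 37 °C; luciferase reagent was added for 10 min and luminescence read.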
ELG1 genotoxic: genotoxicity induction in ELG1-luciferase HEK293T cells; HEK293T ELG1-luciferase reporter, luminescence, 16 h; AID 504466; hit rate 1.3% among 330,000; Potency, µM (titrated, usually from 46 µM), inactives show at the top dose activity change, positive = activation, hits mostly activators; note: % of control where 0% means no effect; nearly all actives have a fitted effect of over 60% in size
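HEK293T cells expressing luciferase-tagged ELG1 were treated with compound or DMSO for 16 hr at 37°C. Luciferase activity was then read after 30 min with ONE-Glo at room temperature; rising signal flags genetic stress.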
RORg inh: ROR gamma (mouse) transcription inhibition; P51450; Drosophila S2 Gal4-RORgamma UAS-luciferase reporter, 20 h; Potency, µM (titrated, usually from 53.6 µM), for the others: at the top dose activity change, negative = inhibition, actives largely listed as inhibitors; hit rate 5.4% among 310,000; AID 2551; note: % is set by controls: 0 for no effect and ±100 for the full control effect; nearly all actives have a fitted effect of over 60% in size
Target sequence (P51450 whole entry, looked up, the tested form may be a part): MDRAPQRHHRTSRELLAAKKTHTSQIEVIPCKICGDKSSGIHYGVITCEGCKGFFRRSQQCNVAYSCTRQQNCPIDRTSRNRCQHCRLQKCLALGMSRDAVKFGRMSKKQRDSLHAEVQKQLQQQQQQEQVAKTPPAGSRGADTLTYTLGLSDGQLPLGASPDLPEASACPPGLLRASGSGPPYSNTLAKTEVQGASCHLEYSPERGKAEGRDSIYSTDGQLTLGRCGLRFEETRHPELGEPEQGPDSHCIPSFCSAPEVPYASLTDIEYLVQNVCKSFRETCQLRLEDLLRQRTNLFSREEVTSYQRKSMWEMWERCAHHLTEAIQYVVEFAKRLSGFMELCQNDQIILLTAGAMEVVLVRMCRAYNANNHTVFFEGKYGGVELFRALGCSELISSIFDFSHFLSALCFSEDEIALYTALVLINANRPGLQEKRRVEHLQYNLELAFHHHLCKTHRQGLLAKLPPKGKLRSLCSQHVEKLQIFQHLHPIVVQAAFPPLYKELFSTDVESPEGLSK
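Stably transfected Drosophila Schneider cells are the test system, with ROR gamma fused to Gal4 and luciferase under UAS control; luminescence is read after 20 hr of 700 uM copper sulfate induction at ambient temperature.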
FLuc modulator: firefly luciferase modulation, counter-screen for miR-21 project | P08659 | purified FLuc, Km substrates, luminescence inhibition | Potency, µM (highest dose often 57.5 µM), for the others: at the highest dose activity change, negative = inhibition, usual class: inhibitors | hit rate 6.9% among 360,000;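 note: plate controls were vehicle for no effect and reference inhibitor for full effect; nearly all actives have a fitted effect of over 55% in size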
Target sequence (P08659 whole entry, looked up): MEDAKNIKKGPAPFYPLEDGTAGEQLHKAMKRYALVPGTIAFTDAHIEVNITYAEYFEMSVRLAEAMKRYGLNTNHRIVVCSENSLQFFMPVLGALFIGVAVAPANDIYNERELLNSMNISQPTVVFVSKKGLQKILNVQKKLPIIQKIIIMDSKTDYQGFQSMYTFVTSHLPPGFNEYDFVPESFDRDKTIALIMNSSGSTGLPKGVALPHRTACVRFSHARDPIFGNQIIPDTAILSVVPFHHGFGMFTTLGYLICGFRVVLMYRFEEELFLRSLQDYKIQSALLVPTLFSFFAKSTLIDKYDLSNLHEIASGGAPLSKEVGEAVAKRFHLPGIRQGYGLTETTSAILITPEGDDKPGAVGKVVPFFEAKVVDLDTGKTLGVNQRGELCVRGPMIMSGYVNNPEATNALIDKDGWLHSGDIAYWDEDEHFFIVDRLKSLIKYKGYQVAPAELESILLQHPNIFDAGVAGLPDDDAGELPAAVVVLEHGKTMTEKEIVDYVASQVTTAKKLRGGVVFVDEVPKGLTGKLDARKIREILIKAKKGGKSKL
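Purified P. pyralis luciferase (10nM final) with 10uM D-luciferin and 10uM ATP (Km levels) in 50mM Tris acetate pH 7.5, 10mM Mg acetate, 0.01% Tween-20, 0.05% BSA; qHTS 6-point titration, ~60 µM downward; luminescence read.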
Rab9 prom act: Rab9 promoter activation. hit rate 2.8% among 320,000. Potency, µM (top dose mostly 9.22 µM), inactives show at the top dose activation, negative = inhibition, most hits filed as activators. Huh7 Rab9 promoter-luciferase reporter, luminescence, 24 h; note: % of control where 0% means no effect; nearly all actives have a fitted effect of over 60% in size
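Luminescence read-out: Huh7 cells stably expressing Rab9-luciferase, treated 24 h with compound at 37 °C, then lysed with luciferase reagent for 10 min at ambient before reading.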
uPA generation: inhibitors of cell surface uPA generation | cell surface uPA generation assay, qHTS | Potency, µM (series often up to 38.3 µM), inactives show at the top dose activity change, negative = inhibition, usual class: inhibitors | hit rate 0.31% among 330,000; active = well fitted inhibition curve with a large enough effect; inconclusive = small, poorly fitted or top-dose-only effect; inactive = no such curve, though single readings can be large or run the other way; tested in mouse RAW 264.7 cells; note: % is set by controls: 0 for no effect and ±100 for the full control effect; nearly all actives have a fitted effect of over 55% in size
p53 reactivation: mutant p53 re-activation in reporter cells. hit rate 0.063% among 320,000. H1299 p53-A138V BP100-luciferase reporter, luminescence, 24 h. Potency, µM (series often up to 92.2 µM), without a hit: at the highest dose activity change, positive = activation, usual class: activators. AID 504706; note: % of control where 0% means no effect; nearly all actives have a fitted effect of over 45% in size
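p53-null H1299 cells stably carrying temperature-sensitive p53-A138V and a BP100-luciferase reporter were pinned with compounds (4-point, 1:5 series) and held 24 hrs at 37 deg C. Luminescence was read 10 min after detection reagent.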
MBNL1-CUG inh: inhibitors of human MBNL1 binding to CUG repeat RNA; hit rate 0.036% among 280,000; TR-FRET MBNL1-His/biotin-(CUG)12 binding, 665/545 ratio; Q9NR56; Potency, µM (doses to about 57.5 µM), for inactives: top-dose activity change, negative = inhibition, actives largely listed as inhibitors; active = well fitted inhibition curve with a large enough effect in the signal ratio, with a control signal flat, not every such curve was filed as active; inconclusive = small, poorly fitted or top-dose-only effect, or effect the other way, or a change in a side signal; inactive = no such curve, though single readings can be large or run the other way; the % refers to the signal ratio; note: % is set by controls: 0 for no effect and ±100 for the full control effect
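Compound titration spanned 92 nM–58 uM against the MBNL1-His/biotin-(CUG)12 complex. After 60 min at room temperature with 5 nM streptavidin-XL665 and 0.055 ng/ul terbium anti-His, ratiometric 665/545 nm emission (Ex 340 nm) normalized to controls.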
Gal4-VP16 FLuc: Gal4-VP16 reporter inhibition counter-screen | Drosophila S2 Gal4-VP16 UAS-luciferase, luminescence, 20 h | Potency, µM (titrated, usually from 53.6 µM), inactives show top-dose activity, negative = inhibition, most hits filed as inhibitors | hit rate 3.5% among 310,000 | AID 2546;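 note: Gal4-VP16 expression switched on by copper sulfate through the metallothionein promoter; % is set by controls: 0 for no effect and ±100 for the full control effect; nearly all actives have a fitted effect of over 50% in size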
BRCA1 expr up: activators of BRCA1 expression. MCF7-BRCA1-FFLuc reporter, luminescence, 48 h; response scale: scaled: vehicle 0%, 10 µM genistein 100%. Potency, µM (titrated, usually from 46.1 µM), for the others: at the top dose activation, usual class: activators. hit rate 1.1% among 380,000. AID 624202; note: nearly all actives have a fitted effect of over 80% in size; some results filed as inactive show a strong effect at the top dose
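First, MCF7-BRCA1-FFLuc cells (2000/well) attach for 2 h; next, compounds are pin-added and incubated 48 h at 37 °C; finally, luciferase reagent is added and luminescence read after 15 min.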
* = called active by the depositor; ? = inconclusive; nt = no result given; & = joins results of further samples; [ ] = remark or other dose. Unless noted, calls come from the whole dose curve; as a rule, active = well fitted curve in the direction sought with a large enough effect; inconclusive = small, poorly fitted or top-dose-only effect, or another doubt; inactive = no such curve, though single readings can be large; an effect the other way counts as inactive or inconclusive. Potency is the fitted concentration of half-maximal effect.

1: Cc1cc(NC(=O)CCC(=O)N(c2ccc(F)cc2)C(C(=O)NC2CCCC2)c2ccncc2)no1 (stereo not given)
2: CC1=C(C(=O)OC(C)C)C(c2cccs2)N2C(=O)C(C)SC2=N1 (stereo not given)
3: Cc1ccc(Nc2ccc(C(=O)O)cc2[N+](=O)[O-])cc1
4: COc1ccc(C(=O)C2CCN(C(=O)c3ccc(C)cc3)CC2)cc1
5: CC(C)OCCCn1c(=S)[nH]c2ccc(N3CCOCC3)cc2c1=O
6: O=C(CN1CCN(c2nc(-c3ccccc3)cs2)CC1)NNC(=O)c1ccc(Br)cc1
7: C=CCn1nc2n(c1=O)-c1ccccc1SC2
8: CCNC(=O)c1sc2cc(C)ccc2c1Cl
9: Cc1cccc(-n2nnnc2SCC(=O)N(CC(C)C)c2c(N)n(CC(C)C)c(=O)[nH]c2=O)c1
10: COc1ccccc1-n1cnc2cc(C(=O)NCc3ccco3)ccc21

screen / no.	1	2	3	4	5	6	7	8	9	10
NPC1 prom act	0%	-27%	2%	-6%	-1%	-1%	-1%	?	-9%	-1%
ELG1 genotoxic	1%	-2%	3%	-6%	-10%	-10%	0%	?	4%	16%
RORg inh	4%	-2%	0%	?	22%	-9%	15%	36%	-11%	14%
FLuc modulator	-4%	7%	-17%	3%	-7%	-1%	-8%	11µM*	-2%	-17%
Rab9 prom act	10%	0%	-4%	-5%	-13%	-4%	-1%	3.2µM*	11%	1%
uPA generation	0%	12%	5%	2%	nt	-2%	-19%	-3%	-4%	4%
p53 reactivation	2%	4%	0%	-2%	-10%	1%	1%	3%	3%	7%
MBNL1-CUG inh	-7%	-3%	?	-10%	14%	1%	-5%	16%	0%	-6%
Gal4-VP16 FLuc	-6%	20%	6%	-20%	-1%	1%	12%	-2%	5%	21%
BRCA1 expr up	-27%	-33%	15%	-63%	-41%	-1%	37%	7.1µM*	-2%	0%

Given as labelled records: 4 of the compounds above
(7) C=CCn1nc2n(c1=O)-c1ccccc1SC2
  NPC1 prom act = -1%; ELG1 genotoxic = 0%; RORg inh = 15%; FLuc modulator = -8%; Rab9 prom act = -1%; uPA generation = -19%; p53 reactivation = 1%; MBNL1-CUG inh = -5%; Gal4-VP16 FLuc = 12%; BRCA1 expr up = 37%

(8) CCNC(=O)c1sc2cc(C)ccc2c1Cl
  NPC1 prom act = ?; ELG1 genotoxic = ?; RORg inh = 36%; FLuc modulator = 11µM*; Rab9 prom act = 3.2µM*; uPA generation = -3%; p53 reactivation = 3%; MBNL1-CUG inh = 16%; Gal4-VP16 FLuc = -2%; BRCA1 expr up = 7.1µM*

(9) Cc1cccc(-n2nnnc2SCC(=O)N(CC(C)C)c2c(N)n(CC(C)C)c(=O)[nH]c2=O)c1
  NPC1 prom act = -9%; ELG1 genotoxic = 4%; RORg inh = -11%; FLuc modulator = -2%; Rab9 prom act = 11%; uPA generation = -4%; p53 reactivation = 3%; MBNL1-CUG inh = 0%; Gal4-VP16 FLuc = 5%; BRCA1 expr up = -2%

(10) COc1ccccc1-n1cnc2cc(C(=O)NCc3ccco3)ccc21
  NPC1 prom act = -1%; ELG1 genotoxic = 16%; RORg inh = 14%; FLuc modulator = -17%; Rab9 prom act = 1%; uPA generation = 4%; p53 reactivation = 7%; MBNL1-CUG inh = -6%; Gal4-VP16 FLuc = 21%; BRCA1 expr up = 0%

Next structures follow:
11: [O-][n+]1onc2c1CCc1[nH]c(-c3ccccc3)nc1-2
12: CCCCCCN(C(=O)CCCCCN1C(=O)NC(c2ccc(-c3ccccc3)cc2)C(C(=O)OCc2ccccc2)=C1C)C(C(=O)NCCCC)c1ccccn1 (stereo not given)
13: Nc1c(C(=O)Nc2ccccc2)sc2ncc([N+](=O)[O-])cc12
14: O=C(O)c1ccc(Nc2nc(-c3cccnc3)cs2)cc1O
15: CCOC(=O)C1CCN(C(=O)COc2ccc(Br)cc2Br)CC1
16: O=C(c1ccc(S(=O)(=O)NCc2ccco2)cc1)N1CCN(c2ccccc2)CC1
17: CCCCN(C(=O)CSCC(=O)Nc1ccc(C)cc1)c1c(N)n(Cc2ccccc2)c(=O)[nH]c1=O
18: CCc1nc(SCC(=O)N2CCN(C(=O)c3ccco3)CC2)c2c3c(sc2n1)CCCC3
19: O=C(NCc1ccncc1)C(=O)NCC1OCCCN1S(=O)(=O)c1cc(F)ccc1F (stereo not given)
20: O=C(CN1CCN(C(=O)C2CCCO2)CC1)Nc1ccc(F)cc1 (stereo not given)

screen / no.	11	12	13	14	15	16	17	18	19	20
NPC1 prom act	-7%	-6%	?	4%	-4%	nt	5%	3%	-5%	-1%
ELG1 genotoxic	10%	-5%	9%	3%	-4%	-5%	3%	-25%	4%	7%
RORg inh	-26%	9%&-3%	-12%	6%	4%	nt	nt	3%	-19%	-9%
FLuc modulator	-1%	-2%	2%	12µM*	?	nt	-2%	17µM*	3%	5%
Rab9 prom act	-8%	-12%	?	4%	-4%	nt	3%	3%	2%	0%
uPA generation	-8%	nt	-3%	-21%	-4%	-11%	4%	-8%	2%	5%
p53 reactivation	2%	-6%	10%	?	1%	1%	-7%	-2%	9%	-6%
MBNL1-CUG inh	-7%	-1%	nt	?	-7%	nt	nt	5%	0%	-2%
Gal4-VP16 FLuc	-29%	-2%&6%	19%	-3%	-1%	nt	nt	3%	4%	-8%
BRCA1 expr up	37%	nt	70%	-12%	-13%	2%	-19%	-45%	-10%	-27%

21: O=C(Nc1cccc(Cl)c1)N(Cc1nc2ccccc2c(=O)[nH]1)Cc1cccs1
22: O=C(NCc1cccnc1)c1ccc(CS(=O)(=O)Cc2ccc(Cl)cc2)o1
23: Cc1csc(NC(=O)C2CCC(C)(C(=O)O)C2(C)C)n1 (stereo not given)
24: O=C(NCCC1CC1(Cl)Cl)Nc1ccccc1 (stereo not given)
25: O=C(CN(C1CC1)S(=O)(=O)c1ccc(S(=O)(=O)N2CCCCCC2)cc1)Nc1ccccc1
26: CCOC(=O)C1(CCc2ccccc2)CCN(Cc2ccc(C(=O)OC)cc2)CC1
27: COCCN(CCOC)C(=O)c1ccc(CSc2nc3ccccc3s2)cc1
28: COc1cccc(CC(=O)OCC(=O)NC(Cc2ccccc2)C(C)=O)c1 (stereo not given)
29: Cc1ccc2nc(NCc3ccccc3)c(C#N)cc2c1
30: O=C(CN1C(=O)C2C3CCC(C3)C2C1=O)OCC(=O)c1cccc([N+](=O)[O-])c1 (stereo not given)

screen / no.	21	22	23	24	25	26	27	28	29	30
NPC1 prom act	-5%	-1%	-6%	13%	-4%	8%	27%	-2%	3%	6%
ELG1 genotoxic	-13%	-5%	2%	2%	?	0%	12%	0%	4%	2%
RORg inh	?	10%	-27%	?	-18%	75%	38%	nt	-9%	-4%
FLuc modulator	-1%	0%	6%	?	8%	-10%	17µM*	3%	-3%	0%
Rab9 prom act	-7%	3%	-8%	16%	6%	1%	17%	0%	2%	-3%
uPA generation	0%	-3%	-2%	0%	6%	-1%	2%	1%	-1%	4%
p53 reactivation	1%	-6%	6%	0%	2%	3%	1%	7%	2%	6%
MBNL1-CUG inh	-7%	1%	-6%	10%	-1%	-11%	1%	nt	2%	nt
Gal4-VP16 FLuc	-65%	-3%	-2%	?	-8%	-19%	-22%	nt	-6%	2%
BRCA1 expr up	-63%	-12%	-24%	0%	-6%	-26%	4%	1%	33%	1%

31: COC(=O)c1sc2nc(CN3CCN(c4cccc(C(F)(F)F)c4)CC3)[nH]c(=O)c2c1C
32: Cn1cc(Br)c(C(=O)N2CCN(c3cccc(Cl)c3)CC2)n1
33: Cc1ccc(S(=O)(=O)N2CCN(C(=O)Cn3nc(C)c([N+](=O)[O-])c3C)CC2)cc1
34: CC(C)Oc1ccc(N2CC(C(=O)Nc3ccccc3C(=O)NC3CC3)CC2=O)cc1 (stereo not given)
35: O=C(COC(=O)CSc1ccccc1)Nc1ccc(F)cc1F
36: Cc1cc(N2CCOCC2)nc2ccc(NC(=S)NCCN(C)C)cc12
37: Cc1ccc2c(CC(=O)Nc3ccc(F)c(S(=O)(=O)N4CCOCC4)c3)coc2c1
38: O=C(Nc1ccccc1)c1cccnc1NCCc1ccccc1
39: CCc1cc(C(=O)COc2ccccc2F)c(O)cc1O

screen / no.	31	32	33	34	35	36	37	38	39
NPC1 prom act	-1%	-3%	1%	9%	nt	1%	-3%	5%	-1%
ELG1 genotoxic	-2%	-1%	3%	1%	-1%	1%	0%	3%	12%
RORg inh	?	?	nt	nt	nt	0%	nt	37%	-8%[0.365 µM]
FLuc modulator	2%	0%	6%	3%	nt	0%	?	?	0%
Rab9 prom act	7%	-6%	-2%	-1%	nt	-1%[1.84 µM]	-6%	2%	-1%
uPA generation	-2%	1%	-2%	4%	17%	2%	?	1%	-1%
p53 reactivation	-3%	-8%	-4%	0%	-3%	-5%	4%	6%	-5%
MBNL1-CUG inh	5%	1%	nt	nt	nt	-1%	nt	nt	-6%
Gal4-VP16 FLuc	?	?	nt	nt	nt	4%	nt	-3%	nt
BRCA1 expr up	1%	3%	-7%	7%	-17%	6%	20%	21%	-1%

Compounds were not picked by outcome; overall some 13% were active at least once.
